IEC-6 cytotox = cytotoxicity in IEC-6 intestinal epithelial cells, primary screen, cytotoxicity control for KLF5 inhibitor project, cell-based, luminescence. IEC-6 cytotoxicity, luminescence viability. inhibition, % at 5 µM. 290,000 tested, 0.78% active. AID 1825, 2009; in the data active = inhibition above about 22%;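 note: 0% = plate median of test compound wells and 100% = cytotoxic reference compound wells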
GSK3beta inhib = human GSK3beta kinase inhibitors, primary screen, biochemical, cell-free homogeneous, HTS. Glycogen synthase kinase-3 beta (Homo sapiens), P49841. GST-GSK3beta kinase, ADP-Glo luminescence, 60 min; stronger effect = lower value. activity score (negative = inhibition), % at 10 µM. 300,000 tested, 0.038% active;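 active = more than half of replicate wells score below -50%, meaning over 50% inhibition versus plate controls; inconclusive = some replicates but at most half score below -50%; inactive = no replicate scores below -50%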;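 note: 0% = median DMSO wells and -100% = median GW8510 positive control wells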
Target sequence (P49841 whole entry, looked up): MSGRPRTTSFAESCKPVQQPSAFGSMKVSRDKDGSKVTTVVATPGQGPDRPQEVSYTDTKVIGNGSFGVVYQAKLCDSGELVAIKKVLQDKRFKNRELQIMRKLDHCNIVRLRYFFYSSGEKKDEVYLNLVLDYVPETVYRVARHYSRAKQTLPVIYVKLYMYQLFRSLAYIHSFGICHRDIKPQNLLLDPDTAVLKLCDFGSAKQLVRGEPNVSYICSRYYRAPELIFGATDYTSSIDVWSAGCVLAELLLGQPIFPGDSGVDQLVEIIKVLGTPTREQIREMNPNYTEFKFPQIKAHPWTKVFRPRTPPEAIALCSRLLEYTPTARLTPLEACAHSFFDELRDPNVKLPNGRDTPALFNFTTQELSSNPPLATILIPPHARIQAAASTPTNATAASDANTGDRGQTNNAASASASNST
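Test system: GST-tagged human GSK3beta kinase, cell-free; evaluation: activity score scaled between in-plate DMSO and GW8510 controls; measured by: ADP-Glo luminescence; incubation: 60 min reaction, RT; benchmarks: DMSO and 20 µM GW8510; reagent: peptide substrate plus 25 µM ATP (final); medium: Tris/MgCl2 kinase buffer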
HSP90 inh = HSP90 inhibitors, primary screen, cell lysate, luminescence | Heat shock protein HSP 90 (rabbit reticulocyte lysate; luciferase refolding) | Rabbit reticulocyte lysate, luciferase refolding luminescence, 3 h | inhibition, % at 5.6 µM | 290,000 tested, 0.91% active | AID 1789, 2009;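 active = inhibition above the screen-wide mean plus 3 SD, computed separately per campaign, cut at about 16% in these data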;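 note: 0% = DMSO wells and 100% = 60 µM geldanamycin wells; inhibitors lower the luminescence because luciferase stays unfolded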
KLF5 inh = KLF5 expression inhibitors, primary screen, DLD-1 cells, luminescence. inhibition, % at 5 µM. DLD-1 KLF5 promoter-luciferase reporter. AID 1700, 2009. 290,000 tested, 0.23% active;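 active = inhibition above a per-plate limit of that plate's mean compound inhibition plus 3 SD, cut at about 60% in these data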;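 note: 0% = DMSO wells and 100% = LY294002 at 200 µM; higher means less KLF5 promoter-driven luciferase light; inactives centre near -14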
aSyn UTR inh = MLPCN primary screen, SNCA 5' untranslated region | AID 1813, 2009 | 300,000 tested, 0.82% active | alpha-synuclein 5'UTR reporter, inhibitor activity | inhibition, % (tested at 7.5 µM); in the data active = inhibition above about 60%; inconclusive = no clear call, values can overlap the other calls;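 note: H4 neuroglioblastoma cells stably carrying SNCA 5'UTR luciferase fusion; 0% = DMSO wells and 100% = positive control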
HSF1 inh = HSF1 inhibitors in luciferase reporter cells, primary screen, cell-based, NIH3T3, luminescence | NIH3T3-HGL HSE-luciferase, MG132-induced, luminescence 8 h; stronger effect = lower value | activity change, negative = inhibition, % at 7.5 µM (by protocol) | 300,000 tested, 0.77% active | AID 2098, 2009;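 active = more than half of replicate wells show activity change below -50%, luminescence cut by over half; inconclusive = some wells, but at most half, below -50%; inactive = no replicate well below -50%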;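 note: luciferase reports HSF-1 transcriptional activity via heat shock element; 0% = median of DMSO wells and -100% = zero luminescence signal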
AI-2 QS mod = Vibrio harveyi AI-2 quorum sensing modulators, primary screen, JMH597 strain, luminescence/OD600 ratio. Vibrio harveyi JMH597 AI-2 luminescence/OD600 ratio, 9 h; stronger effect = lower value; strain lacks LuxN and CqsS sensors; 0 = neutral-control median. activity change, % at 7.5 µM. 300,000 tested, 0.4% active; in the data active = activity change below about -75%, passing the limit was not always enough; inconclusive = no clear call, values can overlap the other calls;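 note: luminescence divided by OD600 gain over 9 h not by final OD600 alone; inactives centre near 13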
GSK3 alpha inh = blockers of GSK3A enzyme activity – biochemical, luminescence, cell-free homogeneous, HTS, primary screen | Glycogen synthase kinase-3 alpha (Homo sapiens), P49840 | GSK-3 alpha kinase, ADP-Glo luminescence, 60 min | inhibition, % at 10 µM | 320,000 tested, 0.1% active | AID 2650, 2010;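 in the data active = inhibition above about 50%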;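 note: GST-tagged GSK-3 alpha with peptide substrate and 25 µM ATP; 0% = DMSO neutral wells and 100% = GW8510 positive control wells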
Target sequence (P49840 whole entry, looked up): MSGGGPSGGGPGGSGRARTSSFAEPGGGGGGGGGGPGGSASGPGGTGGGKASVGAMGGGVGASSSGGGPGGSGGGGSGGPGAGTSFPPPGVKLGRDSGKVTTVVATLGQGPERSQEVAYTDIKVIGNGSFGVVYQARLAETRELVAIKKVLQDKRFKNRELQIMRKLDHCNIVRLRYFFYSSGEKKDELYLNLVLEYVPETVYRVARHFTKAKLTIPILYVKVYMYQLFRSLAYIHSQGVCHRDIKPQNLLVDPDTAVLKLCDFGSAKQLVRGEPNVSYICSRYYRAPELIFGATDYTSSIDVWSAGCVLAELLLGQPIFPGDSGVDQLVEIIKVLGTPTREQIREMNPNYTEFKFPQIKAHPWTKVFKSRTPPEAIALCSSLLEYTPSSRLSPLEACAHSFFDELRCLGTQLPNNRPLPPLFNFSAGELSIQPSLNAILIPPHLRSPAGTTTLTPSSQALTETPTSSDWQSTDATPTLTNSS
PolyA inhibitor = polyadenylation inhibitors in yeast reporter cells, primary screen, luminescence, S. cerevisiae. S. cerevisiae SKY197-pL101 polyadenylation reporter, beta-gal luminescence; efflux-impaired pdr1/pdr3 knockout yeast; score 100 = 6 SD above DMSO. AID 1875, 2009. calls only at 12 µM. 300,000 tested, 0.02% active;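 active = lowest replicate activity score at least 50, where 100 means six control SD above control mean; inconclusive = lowest score under 50 but half or more replicates reach 50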;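 note: yeast exposed to compound for 9 h at 30 °C; higher score means more reporter readthrough which indicates perturbed polyadenylation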
HSF-1 act = HSF-1 activators, primary screen, NIH3T3-HGL cells, MG132 stress, luminescence, single point; NIH3T3-HGL HSF-1 luciferase reporter, 8 h; 100% = twice DMSO control signal; activation, % at 9 µM; 300,000 tested, 1.7% active; AID 504408, 2011;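 active = mean replicate activation of at least 50% with a set share of replicates each reaching 50%; inconclusive = only one of those two conditions met; inactive = mean below 50% and too few replicates reaching it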;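 note: 0% = median of the neutral control wells and 100% = twice that signal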
* hit, by the source's call; i = inactive; ? = inconclusive; . = no result given.

SMILES | IEC-6 cytotox | GSK3beta inhib | HSP90 inh | KLF5 inh | aSyn UTR inh | HSF1 inh | AI-2 QS mod | GSK3 alpha inh | PolyA inhibitor | HSF-1 act
COc1ccc([C@H]2/C=C\CN(C(=O)c3ccc(C)cc3)[C@@H](C)C(=O)N2Cc2ccc(F)cc2)cc1 | . | 1 | . | . | 26 | 0 | 25 | -3 | i | .
CC(=O)c1c(C)n(-c2cccc(Cl)c2)c2ccc(O)cc12 | -8 | -1 | 1 | -2 | 31 | -6 | 4 | -2 | i | -12
CC(C)C(c1nnnn1Cc1ccccc1)N1CCC(C(N)=O)CC1 (stereo unspecified) | 2 | 4 | -2 | -23 | 3 | -5 | 18 | -2 | i | -9
COc1cccc(OCC(=O)NNC(=O)c2ccc3ccccc3c2O)c1 | 3 | 2 | 2 | -14 | -12 | -46 | 18 | . | i | -46
COc1ccc(CN(CC2CCC(C(=O)O)CC2)C(=S)Nc2cc(Cl)ccc2OC)cc1 (stereo unspecified) | -1 | 2 | 2 | -9 | -39 | 266 | 22 | -4 | i | 337*
O=C(NCc1ccc2c(c1)OCO2)c1ccc(S(=O)(=O)N2CCCCC2)cc1 | 4 | -1 | 3 | -20 | 8 | -1 | 13 | -1 | i | 14
Cc1onc(-c2c(Cl)cccc2Cl)c1C(=O)N1C(C)CCCC1C (stereo unspecified) | 8 | 1 | 0 | 12 | 3 | 0 | -9 | 0 | i | -13
CC(C)c1ccc(/C=C/c2[nH]c(=O)[nH]c(=O)c2[N+](=O)[O-])cc1 | -4 | 6 | 8 | -24 | -33 | 8 | 12 | -1 | i | 11
COC(=O)c1ccc(CO/N=C/c2ccccc2OC)cc1 | 4 | 0 | 2 | -30 | -41 | 6 | -4 | -1 | i | 4
O=C(Nc1ccccc1Sc1ccccc1)c1ccc(F)cc1 | 0 | -1 | 4 | 28 | 9 | 2 | 2 | -1 | i | 24
CCCSc1nnc(NC(=O)CSc2sc3c(O)cc(=O)[nH]c3c2C#N)s1 | -8 | -5 | 4 | -23 | -1 | -5 | 20 | -5 | i | 5
CCN(CCCC(=O)c1ccc(F)cc1)CCc1ccccc1 | -2 | 0 | -2 | -14 | -19 | -3 | 11 | -3 | . | 9
Cc1ccccc1C(=O)Nc1ccc(S(=O)(=O)Nc2onc(C)c2C)cc1 | -5 | 1 | 0 | -3 | 4 | 0 | 28 | -4 | i | 5
CCCCNC(=O)c1cc(-c2ccc(F)cc2)on1 | -1 | -2 | -4 | -10 | i | 15 | 39 | 8 | i | 26
COC(=O)CN1C(=O)C2(C(C#N)=C(N)Oc3n[nH]c(-c4cccs4)c32)c2ccccc21 (stereo unspecified) | 2 | -4 | 2 | -14 | 2 | 4 | 6 | 4 | i | -11
CC1=NN(c2ccccc2)C(=O)/C1=C/c1c(C)[nH]n(-c2ccc(C)cc2)c1=O | . | -4 | . | . | 0 | -24 | 27 | -1 | i | -37
Cc1cc2c(ncn2C)c(NS(=O)(=O)c2cc(Cl)ccc2Cl)c1C | 2 | -1 | -1 | -34 | 25 | 76 | 8 | 0 | i | 140*
COc1cccc(OC)c1OCCN1CCN(C(c2ccccc2)c2ccccc2)CC1 | -2 | -4 | -2 | -21 | -15 | -2 | 31 | 2 | i | 6
CCOC(=O)c1cc(CC)sc1NC(=O)c1ccc2c(c1)OCCO2 | 8 | 2 | 4 | 2 | 3 | 3 | -1 | 3 | i | 15
CCOC(=O)Cc1csc(NC(=O)CSc2nc(=O)[nH]c3c2CCC3)n1 | . | 0 | . | . | -1 | 0 | 6 | -3 | i | 1
COc1ccc(NC(=O)C2CCN(c3ncnc4c3nc3n4CCCCC3)CC2)cc1Cl | 6 | 1 | 1 | -14 | 32 | -13 | 22 | 3 | i | -28
Oc1ccc(Br)cc1CNc1nccs1 | -3 | 1 | 2 | -30 | -10 | 2 | ? | 2 | i | 7
Cn1nnnc1SCC(=O)N1c2ccccc2Sc2ccccc21 | -8 | -5 | -4 | 3 | 3 | 3 | 4 | -29 | i | 11
CCOc1cc(C(=O)O/N=C(\N)c2ccccn2)cc(OCC)c1OCC | 4 | . | 0 | -40 | -32 | 7 | . | -2 | i | -8
Cc1cc[n+](Cc2ccccc2)c(N)c1 | . | 3 | . | . | 1 | -2 | 15 | 16 | i | -13
CCn1c(=O)cc(SCC(=O)NCC2CCCO2)c2ccccc21 (stereo unspecified) | 2 | . | 2 | -19 | 27 | -5 | . | 8 | i | -3
Cc1cc(C)n(CC(=O)n2nc(C)cc2C)n1 | -6 | -1 | -3 | 3 | 2 | -10 | 6 | 1 | i | 0
COc1cccc(NC(=S)N2CCN(c3ccc([N+](=O)[O-])cc3)CC2)c1 | -2 | 4 | -2 | -19 | 13 | 4 | 8 | 1 | i | 1
CC(=O)Nc1ccc(-c2nc3ccccc3c(=O)o2)cc1 | 3 | 2 | -1 | 16 | -5 | 3 | 6 | 1 | i | 6
CC(C)N(Cc1nnc(-c2ccc(Cl)cc2)o1)C(=O)C1=COCCO1 | . | -27 | . | . | -10 | 0 | 21 | -1 | i | -13
C=CCn1c(COc2ccccc2F)nnc1SCCN1C(=O)c2ccccc2C1=O | -3 | -3 | -2 | 1 | -10 | 3 | 42 | . | i | -3
CC(=O)Nc1ccc(NC(=O)c2ccc(C)c(S(=O)(=O)Nc3cccc(C)c3)c2)cc1 | 0 | 1 | 1 | 11 | 12 | -1 | 17 | -1 | i | -3
O=C(N/N=C/c1ccncc1)c1nc(-c2ccccc2)n2c1CCCCC2 | 1 | 0 | 3 | -16 | 13 | -15 | 13 | 1 | i | -5
Cc1sc2nc(SCCN(C)C)n(-c3ccccc3)c(=O)c2c1-c1ccc(F)cc1 | -1 | 0 | -1 | 12 | 0 | -5 | 38 | -2 | i | -14
CC(C)N(C(=O)Cn1cc(SCC(N)=O)c2ccccc21)C(C)C | 2 | 1 | 1 | -18 | 15 | 3 | 29 | 1 | i | -11
O=c1cc(-c2ccccc2Cl)oc2c(NS(=O)(=O)c3cccs3)ccc(O)c12 | . | -1 | . | . | -2 | 10 | 12 | 1 | i | 34
CCC1=C(OC(=O)N(CC)CC)N2C(=O)OC(=NCCOC)[C@]2(Cc2ccccc2)[C@H]2C1=CC[C@H]1C(=O)N(CC(=O)OC)C(=O)[C@H]12 | . | -2 | . | . | 4 | 2 | 24 | -1 | i | -7
OC(COc1ccccc1Cl)CN1CCN(CC(O)COc2ccccc2Cl)CC1 (stereo unspecified) | -6 | 0 | -4 | 6 | 21 | 3 | 24 | -2 | i | 14
CCOC(=O)C1=C(C)NC2=C(C(=O)CC(C)(C)C2)C1c1ccsc1 (stereo unspecified) | 4 | -1 | 6 | -19 | 7 | 2 | 18 | -2 | i | 1
COc1cc(-c2c(-c3cccc(C)c3)oc3ccccc23)cc(OC)c1OC | 3 | 0 | 5 | -18 | 11 | -2 | 11 | -2 | i | -5
CCOC(=O)C1(C)NC(c2ccc(N(C)C)cc2)C2C(=O)N(CC)C(=O)C21 (stereo unspecified) | -1 | 1 | 0 | -10 | -3 | 3 | 10 | 0 | i | 9
Cn1nc(C(C)(C)C)cc1C(=O)NCc1ccc(N2CCCC2=O)cc1 | 11 | -6 | 2 | 10 | -13 | -5 | 27 | 5 | i | -8
CCOc1ccc(N2CC(C(=O)Nc3nnc(Cc4ccccc4)s3)CC2=O)cc1 (stereo unspecified) | -16 | . | 2 | 3 | 15 | 1 | . | -2 | i | 6
CCOC(=O)N1CCN(C2=C(NS(=O)(=O)c3ccc(C)cc3)C(=O)c3ccccc3C2=O)CC1 | -3 | 0 | 3 | -11 | 5 | -2 | 23 | -1 | i | -10
COc1c(C)cc(Br)cc1C(=O)Nc1ccc(Cc2ccncc2)cc1 | 0 | 5 | -1 | -24 | 21 | -1 | 30 | 0 | i | 15
Cc1ccccc1N(CC(=O)N/N=C/c1ccc(N(C)C)cc1)C(=O)c1ccccc1 | 0 | 0 | -1 | -18 | -50 | -6 | 13 | 0 | i | 7
CC(C)(C)n1nnnc1C(c1cccs1)N1CCCc2ccccc21 (stereo unspecified) | 0 | 0 | 0 | 6 | -5 | 3 | 15 | 0 | i | 3
COc1cc(-c2c(C#N)c(N)nc3c2CCCC3)cc(OC)c1OC | 3 | -5 | -3 | -9 | 40 | -19 | 11 | 1 | i | -21
COCC(=O)Nc1nnc(Cc2ccc(OC)c(OC)c2)s1 | -1 | 0 | -2 | -23 | -1 | -3 | 26 | -2 | i | -7
CCCCCCn1c(N2CCN(c3ccccc3)CC2)nc2c1c(=O)n(C)c(=O)n2C | -1 | 0 | -1 | 0 | 7 | 5 | 8 | 1 | i | -5
COC(=O)c1ccc(NS(=O)(=O)NC(=O)c2cn(C)c3ccccc23)cc1 | -4 | 0 | 3 | -13 | -84 | -28 | 17 | -2 | i | -33
CCCc1cc(=O)oc2cc(C)cc(OCC(=O)NCC(O)c3ccccc3)c12 (stereo unspecified) | -1 | -2 | 1 | -15 | 8 | 8 | 19 | -1 | i | 15
COc1ccc(NC(=O)c2sc3nc(N4CCOCC4)c4c(c3c2N)CC(C(C)C)OC4)c(OC)c1 (stereo unspecified) | -11 | 1 | -7 | -18 | 12 | 4 | 21 | -2 | i | 11
COc1cccc(C2CC(c3ccccc3Cl)Nc3nc(N)nn32)c1 (stereo unspecified) | 0 | -3 | -1 | -8 | 28 | -4 | -8 | -3 | i | 10
CC(C)c1nc2c(c(=O)n(C)c(=O)n2C)n1C | 0 | -6 | 0 | -9 | -1 | -1 | 11 | 1 | i | 9
Clc1ccc(-c2csc(=Nc3cccnc3)n2CCCn2ccnc2)cc1Cl | 3 | 1 | 0 | -22 | -3 | -14 | 9 | 1 | i | -20

Source: PubChem

The list is partial; the hit share may differ from the screen's.
